ARNT TACC3 PPI – disruptors of human ARNT/TACC3 interaction | Q9Y6A5 | AlphaScreen His-ARNT PAS-B/GST-TACC3 binding, luminescence; TACC3 fragment carries E629A point mutation | inhibition, % at 9.99 µM | 0.66% of 390,000 active;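 active means mean inhibition of replicates at least 50% and at least half of replicates each reaching 50%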;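 further: 0% = complete ARNT plus TACC3 wells and 100% = ARNT alone without TACC3; many hits fall short of the cut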
GSIS activator – GLuc luminescence reporter in INS-1E cells, primary screen for activators of glucose-dependent secretion of insulin; INS-1E GLuc reporter insulin secretion, 2-3 h; activation, % at 16.6 µM; 0.61% of 370,000 active; AID 743287;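 active means lowest replicate activation of at least 40%, so every replicate reaches that level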;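 further: 0% = median of neutral control wells and 100% = median of IBMX positive control wells; some compounds called inactive have numbers as strong as hits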
PglD inh – inhibitors of Campylobacter jejuni PglD acetyltransferase; purified PglD enzyme, DTNB colorimetric CoA detection; inhibition, % at 12.5 µM; 0.098% of 360,000 active; in the data active means inhibition above about 16%, passing the limit was not always enough; further: strong numbers were not always called active
LGR2 antag – Drosophila LGR2 receptor signaling inhibition. AID 720647. 0.35% of 380,000 active. inhibition, % at 9.99 µM. HEK293 LGR2, CRE-luciferase, bursicon-stimulated, 4 h;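 active means drop in luminescence signal, shown as inhibition above about 50% in the replicate tests, limit read from the data, passing the limit was not always enough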;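 further: agonist challenge used bursicon conditioned medium at about half maximal strength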
PAX8 inh HTS – lowers PAX8-driven luciferase in RMG-I cells | RMG-I TPO-luciferase reporter, SteadyGlo, 24 h | inhibition, % at 12.6 µM | 1.2% of 360,000 active | AID 652154;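 active means mean replicate inhibition at least 60% with every replicate also reaching 60%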;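 further: luciferase light reporting Pax8 driven TPO promoter activity; plate controls were median of neutral control wells for no effect and mitoxantrone controls for full effect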
Statin myotox sup – suppression of simvastatin myotoxicity; AID 602340; 0.78% of 330,000 active; rescue of ATP level, % at 7.49 µM; C2C12 myotubes + simvastatin, ATP luminescence, 48 h; scaled: DMSO 0, geranylgeraniol control 100;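 active means mean ATP rescue above about 67%, or every replicate alone reaching that limit, limit read from the data, passing the limit was not always enough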;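 further: myotubes were challenged with 10 µM simvastatin during compound exposure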
Cneo AK release – causes C. neoformans cell lysis. adenylate kinase release luminescence, 4 h; normalised: neutral wells 0, clomiphene wells 100. lysis activity, % at 15 µM. 0.2% of 360,000 active. AID 651654;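 active means mean lysis activity across replicates of at least 80%, whatever share of replicates individually reach that level; inactive means mean lysis activity below 80%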
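Material: C. neoformans cells; Schedule: 4 h static compound exposure, 37 °C, read 1 h post-reagent; Measured by: adenylate kinase release luminescence; Read-out: signal increase indicating cell lysis; Controls: Clomiphene as positive lysis control.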
PGC1a acetyl inh – lowers PGC1a acetylation signal in U2OS cells | inhibition, % at 15.6 µM | 0.17% of 350,000 active | AlphaScreen anti-acetyl-lysine; with virally co-expressed GCN5 acetyltransferase;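 active means every replicate shows inhibition of at least 40%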;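 further: 0% = neutral control wells and 100% = positive control wells; some results beyond the cut were filed as inactive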
* marks the source's active call; other numbers are inactive results; / = not tested or not shown; & = joins results of further samples.

SMILES	ARNT TACC3 PPI	GSIS activator	PglD inh	LGR2 antag	PAX8 inh HTS	Statin myotox sup	Cneo AK release	PGC1a acetyl inh
CC(C)C1C(C#N)=C(N)Oc2n[nH]c(-c3ccc4ccccc4c3)c21 (stereo unspecified)	3	/	4	/	/	-93	2	-8
Cc1ccc(NC(=O)CNC(=O)c2cccs2)c(O)c1	-1	23	0	-5	8	1	4	4
CC1CCCCC1NC(=O)c1cncc(Br)c1 (stereo unspecified)	-8	/	1	/	/	10	-5	-4
COCC1CCN(C(=O)CC2C(=O)NCCN2Cc2cccc(Oc3ccccc3)c2)CC1 (stereo unspecified)	7	-7	-4	-6	11	12	2	/
Cc1ccc(NC(=O)NC2=N/C(=C(/C#N)C(=O)N3CCCC3)c3ccccc32)cc1	1	/	-165	/	-96	-4	1	-3
COc1ccccc1NC(=O)CCc1nc2ccccc2s1	3	16	/	10	-2	/	/	-6
COc1cccc(C(C(=O)NC2CCCC2)N(C(=O)c2ccco2)c2cccc(C(C)=O)c2)c1OC (stereo unspecified)	5	3	0	11	7	2	0	/
C[C@H]1CN([C@@H](C)CO)C(=O)c2cc(C#CC(C)(C)O)cnc2O[C@H]1CN(C)C(=O)C1CCOCC1	-2	5	5	14	/	-1	51	9
C[C@@H]1CCCCO[C@H](CN(C)S(=O)(=O)c2ccc(Cl)cc2)[C@H](C)CN([C@H](C)CO)C(=O)c2cc(NS(C)(=O)=O)ccc2O1	5	-8	0	3	-3	-4	2	-3
C[C@@H]1CN([C@H](C)CO)C(=O)c2cc(NC(=O)CCC(F)(F)F)ccc2O[C@@H]1CN(C)C(=O)Nc1ccc(F)cc1	1	-15	8	9	2	8	-2	-4
OC(CNC1CCCCC1)COCCOc1ccc(Br)cc1 (stereo unspecified)	-11	/	6	/	25	/	0	/
Cc1cnc(NC(=O)CSc2nnc(-c3ccc(Cl)cc3Cl)n2N)s1	2	15	/	-9	/	17	3	-4
O=C1CN(S(=O)(=O)c2ccccc2)CCN1S(=O)(=O)c1ccccc1	-2	-2	/	6	-11	/	/	/
O=C(CN1CCCC1)Nc1sc2c(c1C(=O)Nc1ccccc1)CCCC2	-5	-25	-4	6	6	-5	0	/
COC(=O)c1ccc(CN2CCN(C(C)C)C(CCO)C2)cc1 (stereo unspecified)	-6	6	/	10	17	0	/	-22
CCOC(=O)c1c(C)[nH]c(C(=O)OCC(=O)NC2CCS(=O)(=O)C2)c1C (stereo unspecified)	-3	15	/	15	/	3	/	-6
Cc1cccc(C(=O)OCC(=O)N2CC(C)CC(C)C2)c1C (stereo unspecified)	-7	-18	-3	-2	-31	-1	0	3
COc1ccc(CCNC(=O)C/C(C)=N/NC(=O)c2ccc(Cl)cc2Cl)cc1OC	-1	11	/	-12	4	-5	/	2
CC(O)c1cccc(N=Cc2ccc3ccccc3c2O)c1 (stereo unspecified)	-2	-6	-2	-9	-11	-1	-2	/
COc1ccc(N2CCN(CC(O)COCCOc3ccc(Br)cc3)CC2)cc1 (stereo unspecified)	3	2	/	5	0	/	/	/
COc1ccc(S(=O)(=O)Nc2ccc3c(c2)CC(=O)N([C@H](C)CO)C[C@@H](C)[C@@H](CN(C)Cc2ccc4c(c2)OCO4)O3)cc1	0	-10	2	6	/	33	9	-2
NC(=S)NNC(=O)c1cccc(Cl)c1	-12	1	4	-20	-12	/	1	-4
COc1ccccc1-n1cnnc1SCC(=O)Nc1nc(C)c(Cl)cc1Cl	1	/	5	/	/	-5	-3	4
CC(NC(=O)/C(C#N)=C1\N=C(NC(=O)c2ccco2)c2ccccc21)c1ccccc1 (stereo unspecified)	/	1	3	-11	3	/	4	0
O=C(NCc1ccco1)c1sc2ccccc2c1Cl	5	/	3	/	/	4	-1	13
O=C(C1CCCCC1)N1C[C@H]2[C@@H](c3ccccc31)[C@@H](CO)N2CC1CCOCC1	-1	1	0	-7	12	3	1	-3
C[C@@H]1CCCCO[C@H](CN(C)C(=O)CCC(F)(F)F)[C@H](C)CN([C@H](C)CO)C(=O)c2cc(NC(=O)CCC(F)(F)F)ccc2O1	2	-6	-2	-3	-3	/	57	7
Cc1ccc(S(=O)(=O)N(C)C[C@H]2OCCCC[C@H](C)Oc3ccc(NC(=O)C4CCCCC4)cc3C(=O)N([C@H](C)CO)C[C@H]2C)cc1	-6	-8	2	3	-6	14	1	13
CC(C)CC(=O)NN(C)c1nc(-c2ccccc2)nnc1C(F)(F)F	-42	/	-3	/	22	20	-4	-9
O=C(CCC(=O)OCC(=O)c1ccc(-c2ccccc2)cc1)Nc1cccc2cccnc12	4	-1	-9	/	/	-7	0	37

Arranged by heavy-atom count (smallest number first): part of the list above
SMILES	ARNT TACC3 PPI	GSIS activator	PglD inh	LGR2 antag	PAX8 inh HTS	Statin myotox sup	Cneo AK release	PGC1a acetyl inh
NC(=S)NNC(=O)c1cccc(Cl)c1	-12	1	4	-20	-12	/	1	-4
O=C(NCc1ccco1)c1sc2ccccc2c1Cl	5	/	3	/	/	4	-1	13
COc1ccccc1-n1cnnc1SCC(=O)Nc1nc(C)c(Cl)cc1Cl	1	/	5	/	/	-5	-3	4
O=C(CCC(=O)OCC(=O)c1ccc(-c2ccccc2)cc1)Nc1cccc2cccnc12	4	-1	-9	/	/	-7	0	37

An excerpt from above in order of the PGC1a acetyl inh value, descending.
| Compound | PGC1a acetyl inh |
| --- | --- |
| Cc1ccc(S(=O)(=O)N(C)C[C@H]2OCCCC[C@H](C)Oc3ccc(NC(=O)C4CCCCC4)cc3C(=O)N([C@H](C)CO)C[C@H]2C)cc1 | 13 |
| NC(=S)NNC(=O)c1cccc(Cl)c1 | -4 |
| CC(C)CC(=O)NN(C)c1nc(-c2ccccc2)nnc1C(F)(F)F | -9 |

Further compounds follow:
SMILES	ARNT TACC3 PPI	GSIS activator	PglD inh	LGR2 antag	PAX8 inh HTS	Statin myotox sup	Cneo AK release	PGC1a acetyl inh
CC(=O)Nc1nonc1NC(=O)CSC1=NCCS1	6	-6	-3	3	/	20	0	9
O=C(CSc1nnnn1-c1cccc(O)c1)NC1CC1	-3	15	0	-4	/	2	-1	/
Cc1ccc(C(=O)OCC2OC3OC(C)(C)OC3C2O)cc1 (stereo unspecified)	-3	9	-1	-11	12	/	-1	/
O=C1c2ccccc2C2(c3ccccc3)NCCN12 (stereo unspecified)	4	39	1	5	/	-6	0	8
O=C(COc1ccc([N+](=O)[O-])cc1)NCCc1nc2ccccc2[nH]1	4	/	2	/	21	/	3	-11
CCO[C@H]1OC(C(=O)N2CCN(Cc3ccc4c(c3)OCO4)CC2)=C[C@@H](c2cn(C(C)=O)c3ccccc23)[C@@H]1CCCO	4	-26	-6	-6	-13&9	-8	0&29	-5&6
Cc1cc(S(=O)(=O)c2cc3ccc(O)c(C)c3oc2=O)ccc1F	-8	-36	-5	-11	4	2	0	-4
CN(C(=O)c1ccoc1)c1ccc2ccccc2c1	-2	1	3	4	17	-5	-4	/
Cc1cc(C(=O)N/N=C/c2ccc(Br)o2)n[nH]1	0	20	-1	3	-33	-11	1	5
C[C@H](CO)N1C[C@H](C)[C@H](CN(C)C(=O)c2ccccc2)Oc2cc(C3=CCCCC3)ccc2S1(=O)=O	6	-11	-29	3	/	-12	54	14
Cc1ccccc1-c1nnc(SCC(=O)Nc2cccc(C)c2C)o1	-10	/	4	/	/	5	0	/
Cc1ccc(NC(=O)c2ccc(NCCCN3CCC(C)CC3)c([N+](=O)[O-])c2)c(C)c1	-5	-6	2	-1	-2	-5	4	5
C[C@H](CO)N1C[C@H](C)[C@H](CN(C)Cc2ccccc2)OCCCC[C@H](C)Oc2ccc(NC(=O)C3CCCCC3)cc2C1=O	-1	-12	0	4	9	/	-1	0
Cc1cc(C(=O)Nc2cccc3c2O[C@H](CN(C)Cc2ccncc2)[C@@H](C)CN([C@H](C)CO)C3=O)n(C)n1	-1	10	1	-4	-6	-13	0	-3
CCCCn1c(O)c(N=NC(=O)c2ccco2)c2ccccc21	-2	19	/	-16	-14	/	/	/
COc1cc(/C=N/n2c(C)n[nH]c2=S)ccc1OCc1ccc(F)cc1	-1	5	-3	-88	-183	6	-4	-2
CCC(NC(=O)c1ccccc1O)c1ccccc1 (stereo unspecified)	-4	/	1	/	/	/	-2	-9
CCCN(C)C[C@H]1Oc2cc(-c3ccc(OC)cc3)ccc2S(=O)(=O)N([C@@H](C)CO)C[C@H]1C	-1	-2	-1	7	/	/	12	-12
Cc1c(NS(=O)(=O)c2cccc(C(=O)NCc3cccc(Cl)c3)c2)c(=O)n(-c2ccccc2)n1C	-5	-17	-3	1	1	2	0	/
C[C@@H]1CN([C@@H](C)CO)C(=O)c2cc(NS(=O)(=O)c3cccs3)ccc2O[C@@H]1CN(C)S(=O)(=O)c1cn(C)cn1	2	2	3	6	-1	-18	0	0
CN1C(=O)c2cc(NC(=O)Nc3ccc(Cl)cc3)ccc2OC[C@@H]2O[C@H](CC(=O)NCCN3CCCCC3)CC[C@H]21	13	2	7	14	-40	-32	53	4
COC(=O)[C@H](CCSC)NC(=O)N1CCN(Cc2ccccc2)CC1	-1	/	6	/	/	-2	-2	6
O=C(Nc1c2n(c(=S)n(-c3ccccc3)c1=O)CCCCC2)c1ccccc1	-7	-2	/	9	-3	/	/	6
CC(CCc1ccccc1)NC(=O)CNC(=O)c1ccccc1Br (stereo unspecified)	0	5	-2	-9	0	12	1	-5
CCOc1ccccc1NC(=O)CSc1nc2cccnc2n1C	0	/	/	/	15	/	-3	3
CCOC(=O)N1CCN(S(=O)(=O)c2ccc3c(c2)NC(=O)CO3)CC1	-2	7	2	9	6	4	0	-11
O=C1NC(=O)N(Cc2ccccc2)C1=O	-10	7	-3	0	-16	4	-2	/
COc1cc(OC)c(NS(=O)(=O)c2ccc(Cl)c(C(=O)OC(C)C(=O)N3CCCC3)c2)cc1Cl (stereo unspecified)	/	-44	2	15	10	7	0	2
COC(=O)c1cc(CC(=O)c2ccc(O)cc2O)c(C)o1	2	/	-5	/	/	34	-2	-3
COc1ccc(S(=O)(=O)N(C)C[C@@H]2Oc3cc(-c4ccccc4OC)ccc3S(=O)(=O)N([C@@H](C)CO)C[C@H]2C)cc1	22	-33	5	24	23	-95	2	-7
Cn1c(CNC(=O)c2ccccc2)nnc1SCC(=O)Nc1nccs1	-6	1	-2	6	18	0	0	-12
Cc1nnc(NC(=O)CSC2CCCCC2)s1	-4	-4	-1	-18	-1	1	3	/
Cc1n[nH]c(=S)n1Cc1ccccc1	-4	8	-2	-8	4	-6	0	1
CCOC(=O)N1CCN(C(=O)/C(=C/c2ccccc2OC)NC(=O)c2ccccc2)CC1	-1	-19	2	6	/	9	2	-1
CCS(=O)(=O)Nc1ccc2c(c1)C(=O)N(C)C[C@@H](OC)[C@H](C)CN(C(C)=O)[C@@H](C)CO2	-1	8	2	-10	/	2	0	2
CCC(=O)N1CCc2nc(-c3ccccc3)sc2C1	4	-35	7	-75	-87	2	1	-3
C/C(=N\NC(=O)C(O)c1ccccc1)c1ccc(Cl)cc1 (stereo unspecified)	-3	12	-9	-9	-11	-11	4	/
CCOC(=O)C1CCCN(C(=O)Nc2ccccc2)C1 (stereo unspecified)	1	/	2	/	/	-3	0	18
CC(Sc1nnc(C2CC2)n1C1CC1)C(=O)c1ccc(Br)cc1 (stereo unspecified)	2	0	-4	2	-9	8	-1	-7
COc1ccccc1NS(=O)(=O)c1ccc2c(c1)NC(=O)C(C)S2 (stereo unspecified)	-2	-11	-3	1	2	14	-3	-20
CC1CN=C(N(C(=O)Nc2ccccc2)c2ccc(F)cc2)S1 (stereo unspecified)	4	5	4	6	-13	4	0	5
CN1c2ccc(-c3ccccc3)cc2[C@H]2[C@H](CCN2C(=O)NC2CCCC2)[C@@H]1CO	-3	-4	0	4	23	6	-12	0
O=C(O)c1ccc(Nc2nc3ccc(Cl)cc3[nH]2)cc1	1	1	-1	7	8	23	-4	11
